NIH3T3 tox: kills NIH 3T3 cells. Potency, µM (series often up to 96.7 µM), for the others: at the top dose activity change, negative = cytotoxicity, most hits filed as inhibitors. hit rate 4.3% among 94,000. AID 1345082. NIH 3T3 viability, CellTiter-Glo ATP luminescence, 48-72 h; note: potency is the fitted concentration of half-maximal effect; nearly all actives have a fitted effect of over 55% in size
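Mouse fibroblast NIH 3T3 cells, 400 per well, received compound via pintool and were incubated for 48 or 72 hr prior to CellTiter-Glo ATP luminescence measurement.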
SNCA viab count: counter-screen for SNCA expression inhibitors: cell viability; HEK-293-SNCA-luc viability, GF-AFC fluorescence, 24 h; hit rate 0.12% among 150,000; AID 1671193; Potency, µM (series often up to 57.1 µM), without a hit: at the highest dose activity change, negative = cytotoxicity, hits mostly cytotoxic;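 note: potency is the fitted concentration of half-maximal effect; 0% = DMSO-treated cells and -100% = medium-only wells without cells; nearly all actives have a fitted effect of over 30% in size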
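HEK-293-SNCA-luc cells (1500/well) plated 24 h, then exposed 24 h to a dilution series; GF-AFC added 30 min at 37C, fluorescence 405/540 nm; normalised to medium-only and DMSO wells, Hill fit.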
SNCA expr inhib: inhibitors of alpha-synuclein (SNCA) gene expression; HEK-293 SNCA-luciferase knock-in, luminescence, 24 h; hit rate 0.17% among 140,000; Potency, µM (doses to about 57.2 µM), for the others: at the highest dose activity change, negative = inhibition, usual class: inhibitors; AID 1671194;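 note: potency is the fitted concentration of half-maximal effect; plate controls were DMSO cells for no effect and cell-free wells for full effect; nearly all actives have a fitted effect of over 45% in size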
IP6K1 inhibitor: blocks human inositol hexakisphosphate kinase 1 | Q92551 | IP6K1 kinase, ADP-Glo luminescence, 2 h; active compounds read low | activity change, % (series mostly up to about 58 µM) | hit rate 0.81% among 140,000; in the data active = activity change below about -25%
Target sequence (Q92551 whole entry, looked up): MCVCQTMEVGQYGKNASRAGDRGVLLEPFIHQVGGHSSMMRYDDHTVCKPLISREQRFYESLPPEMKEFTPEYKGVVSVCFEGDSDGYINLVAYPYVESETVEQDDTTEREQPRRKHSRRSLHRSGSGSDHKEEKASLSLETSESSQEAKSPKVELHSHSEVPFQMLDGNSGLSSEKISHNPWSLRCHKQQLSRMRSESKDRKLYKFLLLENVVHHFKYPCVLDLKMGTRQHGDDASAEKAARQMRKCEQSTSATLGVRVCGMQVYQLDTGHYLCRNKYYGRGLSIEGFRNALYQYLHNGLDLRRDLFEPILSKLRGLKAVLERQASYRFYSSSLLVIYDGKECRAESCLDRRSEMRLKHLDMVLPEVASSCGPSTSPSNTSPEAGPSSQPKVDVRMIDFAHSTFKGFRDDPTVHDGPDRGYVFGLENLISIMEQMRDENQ
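ADP-Glo luminescence measures ADP made by human IP6K1 during a 2 h RT reaction with ATP/IP6 (mix at 1.3 mM/130 uM); top library doses 57.5 and 19.1 uM final.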
GPT2 inhibitor: blocks human glutamate pyruvate transaminase 2. Q8TD30. Recombinant GPT2, coupled pyruvate oxidase/HRP Amplex Red fluorescence. Potency, µM (doses to about 57.7 µM), for the others: at the highest dose activity change, negative = inhibition, hits mostly inhibitors. hit rate 0.25% among 100,000. AID 1671188; note: potency is the fitted concentration of half-maximal effect; nearly all actives have a fitted effect of over 60% in size; many of its hits are not listed in these tables
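Fluorescence of coupled pyruvate oxidase/HRP/Amplex Red system (50uM Amplex, 30 min, dark) reports pyruvate formed by GPT2. Enzyme reaction: 10ng/uL GPT2, 2mM L-alanine, 250uM a-KG, 30 min room temperature, pH 7.5; 50uM AOA control.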
FLuc inh: inhibitors of firefly (Photinus pyralis) luciferase. P08659. purified P. pyralis luciferase, luminescence, biochemical. Potency, µM (doses to about 115 µM), for the others: at the highest dose activity change, negative = inhibition, actives largely listed as inhibitors. hit rate 2.5% among 76,000. AID 1347043; note: potency is the fitted concentration of half-maximal effect; nearly all actives have a fitted effect of over 65% in size
Target sequence (P08659 whole entry, looked up): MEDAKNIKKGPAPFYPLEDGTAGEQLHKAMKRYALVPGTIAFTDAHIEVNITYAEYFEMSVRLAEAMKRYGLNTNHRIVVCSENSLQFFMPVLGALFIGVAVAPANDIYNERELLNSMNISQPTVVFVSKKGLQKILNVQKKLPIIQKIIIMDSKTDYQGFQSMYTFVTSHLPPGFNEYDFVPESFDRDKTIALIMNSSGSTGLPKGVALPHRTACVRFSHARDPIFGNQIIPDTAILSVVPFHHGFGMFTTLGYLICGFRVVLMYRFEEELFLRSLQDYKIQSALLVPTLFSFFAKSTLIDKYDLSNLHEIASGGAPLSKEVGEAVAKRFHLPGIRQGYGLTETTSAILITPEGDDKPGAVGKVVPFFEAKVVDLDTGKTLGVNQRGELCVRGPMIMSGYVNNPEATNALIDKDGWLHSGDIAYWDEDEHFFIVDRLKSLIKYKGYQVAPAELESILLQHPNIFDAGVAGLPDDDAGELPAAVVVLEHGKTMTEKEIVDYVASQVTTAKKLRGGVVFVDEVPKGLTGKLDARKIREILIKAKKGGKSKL
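Purified 10nM P. pyralis luciferase with 10uM D-luciferin and 10uM ATP in 50mM Tris acetate pH 7.5, 10mM Mg acetate, 0.01% Tween-20, 0.05% BSA. qHTS titration; luminescence read by CCD imager.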
HEK293 tox: cytotoxic compounds in HEK 293 cells | HEK 293 viability, ATP luminescence (CellTiter-Glo), 48-72 h | hit rate 6.6% among 94,000 | Potency, µM (doses to about 115 µM), for the others: at the highest dose activity change, negative = cytotoxicity, most hits filed as inhibitors; note: potency is the fitted concentration of half-maximal effect; nearly all actives have a fitted effect of over 60% in size
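CellTiter-Glo luminescence (cellular ATP) was read after 48 or 72 hr of compound exposure at 37 degree Celsius. Cells were HEK 293 plated at 250 cells/well.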
* marks the source's active call; other numbers are inactive results; i = inactive; ? = inconclusive; · = no result given; [ ] = remark or other dose. Unless noted, calls come from the whole dose curve; as a rule, active = well fitted curve in the direction sought with a large enough effect; inconclusive = small, poorly fitted or top-dose-only effect, or another doubt; inactive = no such curve, though single readings can be large; an effect the other way counts as inactive or inconclusive. Unless noted, % is set by controls: 0 for no effect and ±100 for the full control effect. Only part of the results is shown (hit frequency here may not be typical).

compound	NIH3T3 tox	SNCA viab count	SNCA expr inhib	IP6K1 inhibitor	GPT2 inhibitor	FLuc inh	HEK293 tox
COCCOC1CCOC2(CCN(C(=O)Cc3ccsc3)CC2)C1 (centres undefined)	4%	12%[12.5 µM]	-2%	7	4%	-2%	8%
COc1cc(-c2n[nH]c(=O)n2CCC(=O)O)ccc1O	0%	7%	4%	-2	-1%	-1%	-4%
CCC[C@H]1CN(CCCOc2ccc(C(N)=O)cc2)C[C@@H]1NC(C)=O	-22%	5%	2%	6	-4%	-13%	3%
O=C(C1CCC1)N1CCC(Cc2nc(-c3cccnc3)n[nH]2)C1 (centres undefined)	3%	10%	2%	-5	-3%	-3%	7%
Cc1ccc([S+](=O)([O-])c2nnn3c2nc(NC2CC2)c2ccccc23)cc1C	-38%	4%	55%[activator]	16	0%	·	-26%
Cc1ccc(Nc2ccc(N3CCN(C(=O)c4ccc([N+](=O)[O-])cc4Cl)CC3)nn2)cc1	·	-7%	?	-18	·	·	·
Cc1c(C(=O)Nc2ccc(Br)cc2F)oc2ccc(S(=O)(=O)N3CCCCC3)cc12	·	2%	-18%	17	·	·	·
COc1ccc(CN[C@H]2CC(C)(C)[C@@H]3C[C@@](C)(O)CC[C@]23CCC(=O)NCc2ccco2)cc1	1%	0%	-25%	7	3%	-1%	-15%
c1ccc(COc2ccc(CN3CCN(C4CCNC4)CC3)cc2)cc1 (centres undefined)	45µM*	-3%	51%[activator]	-12	?	?	?
CCC(Cc1ccccc1)NC(=O)c1cccc(Nc2nc3ccccc3nc2-n2nc(C)cc2C)c1 (centres undefined)	·	-1%	-10%	4	·	·	·
COc1ccccc1-n1c(=O)c(C(=O)N2CCN(C(=O)c3ccccc3C)CC2)nc2cccnc21	-23%	-2%	32%[activator]	21	-5%	·	0%
O=C(Nc1ccccc1)c1nc2c(o1)CCN(Cc1ccccc1)CC2	?	-6%[87.6 µM]	-60%[87.6 µM]	5	1%[88.5 µM]	1µM*	?
COc1cccc(CNC(=O)N2c3ccccc3CC2c2nc(C3CC3)no2)c1 (centres undefined)	?	-11%	111%[activator]	12	3%	?	?
COc1cc(C2SC[C@H]3C(=O)N(c4ccccc4)C(=O)N23)cc(OC)c1OC (some centres undefined)	·	5%	12%	5	·	·	·
CN(C)C(=O)[C@@H]1CN(Cc2cc(F)c(F)cc2F)C[C@H]1CO	i	2%	6%	2	0%	5%	i
CC(C)N(C(=O)c1ccccc1-c1ccc(CS(C)(=O)=O)cn1)C(C)C	-5%	2%	19%	7	1%	14%	i
CCC(C)NC(=O)C(NC(=O)c1ccccc1)C1CCN(C(=O)c2ccc(Cl)cc2)CC1 (centres undefined)	?	10%	-3%	6	i	-8%	-6%
CNc1nc(N2CC[C@H](N3CCN(C)CC3)[C@H](CCC(=O)O)C2)ncc1F	i	5%	-19%	9	4%[11.5 µM]	-1%	3%
COc1ccc(NC(=O)c2c(C)oc3ccc(O)c(CN4CCN(Cc5ccccc5)CC4)c23)cc1Cl	·	?	-25%	24	·	·	·
C[S+](=O)([O-])N1Cc2ccccc2CC2(CCN(Cc3cccnc3)C2)C1 (centres undefined)	-10%	4%	13%	-7	i	·	-13%
COCC(=O)N1CCc2nc(-c3ccc(Cl)cc3)nc(-c3ccccc3)c2C1	?	1%	-10%	6	4%	-5%	?
CCN(CC)S(=O)(=O)c1nnc(NC(=O)c2ccc(C(C)C)cc2)s1	·	2%	-14%	6	·	·	·
COc1ccc(NC(=O)CSc2nc3nc(C)c(Cc4ccccc4Cl)c(C)n3n2)cc1OC	·	5%	-4%	0	·	·	·
COCCNC(=O)c1cn2cc(-c3ccc(C(F)(F)F)cc3)sc2n1	?	-10%	125%[activator]	9	-11%	·	?
C/C(=C\CO)CC/C=C(\C)C(=O)O[C@H]1[C@H](OC2OC=C(C(=O)O)C3CCC(C)(O)C23)O[C@H](CO)[C@@H](O)[C@@H]1O (some centres undefined)	·	-6%[23.9 µM]	·	-10	i	·	·
COCCCNC(=O)c1cc2c(=O)n3cccc(C)c3nc2s1	·	3%	11%	12	·	·	·
O=C(Nc1ccccc1)N[C@H]1CO[C@H]2[C@@H]1OC[C@@H]2Nc1nccc(C2CCCC2)n1	?	1%[87.6 µM]	?	6	-1%[88.5 µM]	-2%[172 µM]	-30%[172 µM]
Cc1ccc(CNC(=O)C2CCN(c3cn[nH]c(=O)c3)C2)o1 (centres undefined)	-6%	5%	-21%	12	-9%	2%	-1%
CC(=O)Nc1ccc(C(=O)CSc2nnc3cc(C)c4ccccc4n23)cc1	·	3%	-27%	-12	·	·	·
Cn1c([C@H]2CCN(S(=O)(=O)c3cccc4cccnc34)C2)nc2ccccc21	?	-11%[87.6 µM]	-2%[87.6 µM]	1	4%[88.5 µM]	-3%[172 µM]	?

Next part, overlapping the part above by 2 compounds.
compound	NIH3T3 tox	SNCA viab count	SNCA expr inhib	IP6K1 inhibitor	GPT2 inhibitor	FLuc inh	HEK293 tox
CC(=O)Nc1ccc(C(=O)CSc2nnc3cc(C)c4ccccc4n23)cc1	·	3%	-27%	-12	·	·	·
Cn1c([C@H]2CCN(S(=O)(=O)c3cccc4cccnc34)C2)nc2ccccc21	?	-11%[87.6 µM]	-2%[87.6 µM]	1	4%[88.5 µM]	-3%[172 µM]	?
Cc1cccc(CN2CCNc3cnc(Oc4ccccc4)cc3C2)c1	-28%[138 µM]	-5%[87.6 µM]	-1%[87.6 µM]	-13	-8%[88.5 µM]	2%[172 µM]	89µM*
O=C(NC[C@H]1O[C@@H](Cc2nc(-c3ccc(OC(F)(F)F)cc3)no2)[C@H](O)[C@@H]1O)C1CC1	?	-1%	-9%	-15	?	-7%	?
COCCN(C)C(=O)C(C)(C)Oc1nn(Cc2cccnc2)c2ccc(COC)cc12	?	2%[87.6 µM]	23%[87.6 µM]	-6	1%[88.5 µM]	-1%[172 µM]	-28%[172 µM]
CCc1nn2c(=O)cc(COC(=O)c3ccccc3NC(=O)COc3ccccc3C)nc2s1	·	1%	33%[activator]	15	·	·	·
Cc1nc(CCNC(=O)[C@H]2CCC[C@H](O)C2)nc2c1CCC2	-9%	-4%	-8%	10	-9%	-4%	-1%
O=C(NCc1ccc(F)cc1)C1CCCCN1Cc1ccc(-c2cccs2)cc1 (centres undefined)	?	1%[12.5 µM]	-13%	-13	-12%	·	?
CC1OC(OC2CCC3(C)C(CCC4(C)C3C=CC35OCC6(CCC(C)(C)CC63)CCC45C)C2(C)CO)C(OC2OC(CO)C(O)C(O)C2O)C(O)C1OC1OC(CO)C(O)C(O)C1O (centres undefined)	·	-27%[12.5 µM]	·	1	1%[17.1 µM]	·	·
COc1ccc(C(=O)N2CC[C@@H]3CN(c4cnccn4)[C@@H]3C2)c(OC)n1	-6%	-9%[12.5 µM]	?	26	4%	5%	-2%
Cc1ccncc1C(=O)N1CC[C@@H]2CN(S(C)(=O)=O)[C@@H]2C1	i	6%[12.5 µM]	50%[activator]	23	i	-1%	3%
Cn1nc(CN2CCSCC2)c2c(Cl)cccc21	-25%	4%	-17%	-1	-10%	1%	-5%
Cc1ccc(NC(=O)c2cc(CN3CCOCC3)on2)cc1Cl	·	?	136%[activator]	4	·	·	·
CCC(O)CNC(=O)c1cnn2cc(CN(CC)CC)cnc12 (centres undefined)	i	-15%	15%	-5	1%	2%	i
COc1ccc(NC(=O)c2cc(C)nc3c2c(C)nn3-c2ccc(C)cc2)cc1OC	·	3%	19%	2	·	·	·
CC1OC(OC2C(OC(=O)[C@]34CCC(C)(C)C[C@H]3C3=CCC5[C@@]6(C)CC[C@H](OC7OC(C(=O)O)C(O)C(O)C7O)C(C)(C)C6CC[C@@]5(C)[C@]3(C)CC4O)OC(CO)C2O)C(O)C(O)C1OC1OCC(O)C(O)C1O (some centres undefined)	·	-19%[12.5 µM]	·	-8	i	·	·
O=C1CCCCC(C(=O)N2CCN(c3ccccn3)CC2)N1 (centres undefined)	-21%	-7%	27%	-7	i	·	2%
COc1ccc(C(=O)N2CCC(c3n[nH]c(=O)n3-c3ccccc3)CC2)cc1F	-14%	2%	?	1	i	-2%	12%
Cn1c(=O)c2c([nH]c(=O)n2Cc2ccc(Cl)cc2Cl)n(C)c1=O	·	10%	-24%	4	·	·	·
COc1ccc(CNC(=O)c2nc(SCc3ccc(C)cc3)ncc2Cl)cc1	·	5%	2%	-20	·	·	·
Cc1noc(/C=C/c2cccs2)c1S(=O)(=O)N1CCC(C(=O)NCc2ccc(Cl)cc2)CC1	·	-3%	0%	50	·	·	·
CCOc1cc2c(cn1)NCCN(Cc1ccccc1OC)C2	?	-3%[87.6 µM]	-3%[87.6 µM]	-14	-10%[88.5 µM]	-19%[172 µM]	?
O=C(NCCc1nccc(-c2ccccc2)n1)c1ccc2cccc(F)c2n1	-25%	9%	-11%	-4	1%	0%	-19%
CCN(c1ccccc1)c1nnc(NC(=O)Nc2cccc(Br)c2)s1	·	4%	-9%	-8	·	·	·
COc1ccc(-c2nc(-c3c(C)noc3C)cc3c2cc(-c2ccccc2)n3C)cn1	50µM*	?	?	-10	-12%[88.5 µM]	11%[172 µM]	?
NC(=O)c1ccc(S(=O)(=O)N2CC[C@@H](CC(=O)O)[C@@H](CC3=NCCc4ccccc43)C2)cc1	i	2%	2%	-4	-10%	-6%	i
O=C(CCn1c(=O)c2cccn2c2cccnc21)N1CCN(c2cccc(C(F)(F)F)c2)CC1	·	6%	12%	20	·	·	·
Cc1ccc(CNC(=O)C2(Cc3ccccc3)CCCCC(=O)N2)cc1 (centres undefined)	-4%	-5%	-14%	0	i	-5%	?
COc1cccc(-c2nnnn2[C@H]2CO[C@H]3[C@@H]2OC[C@@H]3NC(=S)Nc2ccc(F)cc2)c1	?	2%	-8%	7	3%	-16%	?
CC(=O)N1CC2(Cc3ccccc31)CN(C(=O)c1ccc(Cl)cc1)C2	-10%	0%	24%	-12	1%	·	-12%
CCN1c2ccccc2-n2cccc2C12CCN(C(=O)Nc1ccccc1C(F)(F)F)CC2	·	1%	-5%	0	·	·	·

Screening results deposited in PubChem by National Center for Advancing Translational Sciences (NCATS).
